Bioassay records: PubChem BioAssay, several laboratories
PriA SSB inh: K. pneumoniae PriA-SSBct interaction inhibition; inhibition, % at 33 µM; 430,000 compounds, 0.6% hits; AID 1272365; AlphaScreen SSBct-PriA binding, biotinylated peptide; in the data active = inhibition mostly above about 37%, no sharp cut-off; inactive = mostly below about 20%;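 note: plate controls were negative control peptide for no effect and reference peptide for full effect; strong numbers were not always called active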
3CLpro inhibitor: SARS-CoV 3CLpro protease inhibition | 290,000 compounds, 0.14% hits | P0C6X7 | inhibition, % at 6 µM | recombinant SARS-CoV 3CLpro, quenched FRET peptide cleavage; in the data active = inhibition above about 12%
Rv3671c protease: Rv3671c (M. tuberculosis) protease inhibition; 320,000 compounds, 0.048% hits; inhibition, % at 5.96 µM; AID 2606; in the data active = inhibition above about 38%;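 note: extracellular domain of Rv3671c used as enzyme; 0% = enzyme with DMSO and 100% = no enzyme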
Target sequence (P9WHR9 whole entry, looked up, the tested form may be a part): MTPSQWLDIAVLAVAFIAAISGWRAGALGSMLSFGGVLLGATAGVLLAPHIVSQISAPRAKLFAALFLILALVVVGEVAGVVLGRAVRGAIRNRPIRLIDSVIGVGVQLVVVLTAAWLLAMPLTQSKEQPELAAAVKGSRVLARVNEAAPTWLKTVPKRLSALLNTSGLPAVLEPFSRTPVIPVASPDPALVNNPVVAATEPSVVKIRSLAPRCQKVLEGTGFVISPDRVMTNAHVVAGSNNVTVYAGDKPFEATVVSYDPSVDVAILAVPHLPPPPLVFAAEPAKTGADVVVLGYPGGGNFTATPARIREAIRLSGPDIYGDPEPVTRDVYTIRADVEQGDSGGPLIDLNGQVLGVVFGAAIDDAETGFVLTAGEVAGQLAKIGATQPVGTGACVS
VHR inh abs: blocks human VHR1 dual specificity phosphatase; inhibition, % at 13.3 µM; recombinant VHR phosphatase, pNPP absorbance; 290,000 compounds, 0.52% hits; AID 1654; in the data active = inhibition above about 50%; note: some compounds called inactive have numbers as strong as hits
Target sequence (P51452 whole entry, looked up): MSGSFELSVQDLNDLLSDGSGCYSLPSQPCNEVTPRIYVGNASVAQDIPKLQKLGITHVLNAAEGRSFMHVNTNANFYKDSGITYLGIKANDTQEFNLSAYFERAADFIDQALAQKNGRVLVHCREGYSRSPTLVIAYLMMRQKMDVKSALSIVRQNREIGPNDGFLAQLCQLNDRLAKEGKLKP
BH1578 lux ind: inducers of Vibrio cholerae quorum light production without autoinducers. 350,000 compounds, 0.16% hits. V. cholerae BH1578 lux reporter, luminescence, 6 h. AID 588436. activation, % at 18.7 µM; in the data active = activation mostly above about 9.7%, no sharp cut-off; note: not every result past the cut was called active; inactives centre near 0; reference of the scale not given here
Yp Topo-I inh: blocks Yersinia pestis topoisomerase I activity; Y. pestis Topo-I cleavage product accumulation, plate reader; activity, % at 10 µM; 360,000 compounds, 0.064% hits; in the data active = activity above about 50%, passing the limit was not always enough; note: inactives centre near 2
MazF activator: MazEF (E. coli) toxin RNase activation | P0AE70 | FAM/BHQ RNA-DNA oligo cleavage fluorescence, 5 h | activation, % at 20 µM | 350,000 compounds, 0.32% hits | AID 504720; in the data active = activation above about 50%
Target sequence (P0AE70 whole entry, looked up): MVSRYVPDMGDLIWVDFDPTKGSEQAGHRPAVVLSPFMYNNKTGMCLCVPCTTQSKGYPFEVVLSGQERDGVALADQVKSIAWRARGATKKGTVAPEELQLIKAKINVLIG
TcdB inh: TcdB glycohydrolase inhibition; TcdB glycohydrolase enzymatic assay, plate reader; inhibition, % at 9.99 µM; 350,000 compounds, 0.24% hits; in the data active = inhibition above about 10%
CCHF vOTU inh: CCHFV vOTU protease inhibition; Pep-AMC fluorescence; inhibition, % at 11.5 µM; 370,000 compounds, 0.55% hits; AID 651958; in the data active = inhibition above about 30%; note: 0% = vehicle wells with enzyme and 100% = no enzyme wells
PrPC TRFRET: inhibitors of human cell surface prion protein PrPC; AID 720596; P04156; 370,000 compounds, 0.43% hits; inhibition, % at 13.8 µM; TR-FRET read-out; in the data active = inhibition above about 24%; note: 0% = median of the test wells and 100% = reference compound wells
The depositor's hits bear a star; i = inactive; . = not tested or not shown; & = joins results of further samples.

SMILES	PriA SSB inh	3CLpro inhibitor	Rv3671c protease	VHR inh abs	BH1578 lux ind	Yp Topo-I inh	MazF activator	TcdB inh	CCHF vOTU inh	PrPC TRFRET
COc1ccc(N2CCN(C3CCCCC3NS(=O)(=O)c3ccc(Cl)cc3)CC2)cc1 (configuration not stated)	30	7	3	32	i	29	5	-0.1	26	-7
COc1cc(OC)cc(C(=O)Oc2ccc(/C=N/Nc3nc4ccccc4s3)cc2OC)c1	.	-2	13	7	-0.2	0	-3	.	12	-7
COc1ccc(Nc2ccc([N+](=O)[O-])c3nonc23)c(OC)c1	8	0	-3	8	i	-9	18	4.7	-8	-3
CCOC(=O)C1=C(C)NC2=C(C(=O)CC(c3cccs3)C2)C1c1cccs1 (configuration not stated)	-18	3	1	26	.	11	11	.	-7	4
CCOC(=O)c1c(NC(=O)C2CC2)sc(C)c1CC	-23	1	-4	2	-0.1	7	13	.	-7	-4
COC(=O)Cn1c2ccccc2c2nc(C)sc21	4	5	-9	15	-0.2	5	-4	.	-3	-2
COc1ccc(/C=N/NC(=O)c2cc(C)on2)c2ccccc12	.	-5	-2	23	1.7	-3	-1	.	10	-6
CCCCN(CCCC)CCCNC(=O)C12CN(Cc3ccccc3)CC1C(c1cccc([N+](=O)[O-])c1)=NO2 (configuration not stated)	7	9	1	18	i	9	8	1.5	6	-11
COc1cc2ccc3c(CCN(C)C)cc(OC)c(OC)c3c2cc1OC	15	2	-6	-37	-0.6	-3	-13	1.9	1	-5
CC(=O)OC[C@@H]1CN(Cc2ccccc2)C[C@H](n2cnc3c(N4CCCC4)ncnc32)O1	.	.	.	.	i	22	.	2.5	-1	4
O=C(NC1c2ccccc2-c2ccccc21)c1ccco1	-13	3	1	36	i	7	1	.	3	-5
CC(=O)c1c(C(C)=O)c(C)n(-c2nc(-c3ccccc3)c(C)s2)c1C	-4	2	5	13	i	13	-3	.	1	-6
COc1cc(/C=C/C(=O)OCC(=O)Nc2cc(S(=O)(=O)N3CCOCC3)ccc2Cl)cc(OC)c1OC	-9	.	-10	.	-0.4	26	0	0.6	-18	4
CCC(NC(=O)NCc1cccnc1)(C(F)(F)F)C(F)(F)F	-3	0	1	4	i	-2	0	.	8	6
CC1=CC2=NC(=O)/C(=C/c3coc4ccccc4c3=O)C(=N)N2O1	2	3	2	1	0.4	-2	-997	0.8	-13	-1
CN(C(=O)c1ccc(NC(=O)Cc2ccc(NC(=O)C3CCN(C(=O)c4ccccc4)CC3)cc2)cc1)C1CC1	-10	.	1	.	-1.2	33	-15	0.8	2	-6
Cn1c(=O)cc(NCCc2ccccc2)[nH]c1=O	-10	2	-2	17	i	4	0	.	6	2
Cc1cc(C(=O)COC(=O)c2ccc(Cl)c(S(N)(=O)=O)c2)c(C)n1CC1CCCO1 (configuration not stated)	3	.	4	.	i	15	0	1.2	-5	-3
N#Cc1ccc(NCCc2ccccn2)c([N+](=O)[O-])c1	3	5	7	31	4.8	9	5	1.2	-11	-35
Cc1cc(NC(=O)CS(=O)(=O)c2cn(Cc3cccc(Br)c3)c3ccccc23)no1	.	.	.	.	-0.4	24	.	-6.1	9	11

Rewritten with each value named: entries from further up
COc1ccc(/C=N/NC(=O)c2cc(C)on2)c2ccccc12
  PriA SSB inh = . | 3CLpro inhibitor = -5 | Rv3671c protease = -2 | VHR inh abs = 23 | BH1578 lux ind = 1.7 | Yp Topo-I inh = -3 | MazF activator = -1 | TcdB inh = . | CCHF vOTU inh = 10 | PrPC TRFRET = -6
CCCCN(CCCC)CCCNC(=O)C12CN(Cc3ccccc3)CC1C(c1cccc([N+](=O)[O-])c1)=NO2 (configuration not stated)
  PriA SSB inh = 7 | 3CLpro inhibitor = 9 | Rv3671c protease = 1 | VHR inh abs = 18 | BH1578 lux ind = i | Yp Topo-I inh = 9 | MazF activator = 8 | TcdB inh = 1.5 | CCHF vOTU inh = 6 | PrPC TRFRET = -11

Carrying on.
SMILES	PriA SSB inh	3CLpro inhibitor	Rv3671c protease	VHR inh abs	BH1578 lux ind	Yp Topo-I inh	MazF activator	TcdB inh	CCHF vOTU inh	PrPC TRFRET
Cc1ccc(NS(=O)(=O)c2c(C)[nH]c(=O)[nH]c2=O)cc1F	2	-2	.	10	-1.9	2	-1	0.7	19	-1
Nc1nnnn1/N=C/c1ccccc1	.	0	.	24	-1.2	-3	-21	0.2	2	-6
O=C(NC(=S)NNC(=O)c1cccs1)c1ccc(Br)o1	12	3	0	-17	-14	0	-1	3.0	12	-4
Cc1cc(C)nc(N/N=C/c2ccncc2)n1	.	-5	3	7	i	4	7	1.7	-4	-2
COc1ccc(NC(=O)CN2CCCCC2)cc1	-10	-2	1	21	-3.6	0	4	.	2	0
CN(C)S(=O)(=O)c1cccc(COc2ccccc2C(=O)Nc2ccccc2)c1	-13	0	-5	2	-3.4	34	-3	0.5	15	-7
CCN(CC(=O)Nc1ccc2c(c1)OCCO2)C(=O)c1cc(=O)[nH]c2ccccc12	-17	.	0	.	i	-8	-1	0.3	13	-2
COCCNC(=S)N(CCc1c(C)[nH]c2ccc(F)cc12)Cc1ccco1	4	5	8	20	-0.9	-12	2	2.8	10	-5
COc1ccc(CC(=O)Nc2ccc(S(=O)(=O)N3CCCC3)cc2)cc1OC	-9	.	1	.	i	0	9	1.8	6	-7
CC1=C(C(=O)OCCNC(=O)c2ccccc2O)C(c2ccccc2[N+](=O)[O-])C(C(=O)OCC2CCCO2)=C(C)N1 (configuration not stated)	16	4	-24	4	i	1	-5	.	9	1
CCOC(=O)C1CCN(C(=O)CCC(=O)NCCc2ccc(Cl)cc2)CC1	-16	2	-3	2	-0.6	7	8	0.7	6	-1
CCCNC(=O)C1(C)CCN(C(=O)c2cc(F)cc(F)c2)C1 (configuration not stated)	.	.	.	.	-0.2	1	.	-7.3	12	2
Cc1nonc1NC(=O)OCCN1CCOC1=O	-9	-1	4	13	0.2	3	5	1.2	.	.
CCOC(=O)C1(CCOC)CCN(C(=O)c2sccc2C)CC1	-2	6	4	11	-3.7	4	6	0.5	2	-3
O=C1CC(N2CCC(c3nc4ccccc4o3)CC2)C(=O)N1c1ccc(F)cc1 (configuration not stated)	-16	4	2	17	-0.3	9	-1	2.3	3	4
CC1CCCCN1CCNC(=O)Cn1nc(-c2ccccc2)ccc1=O (configuration not stated)	0	0	-5	14	-0.6	2	-3	1.2	-7	-11
CCC(=O)N1CCc2cc(S(=O)(=O)N(CC)c3cccc(C)c3)ccc21	1	5	-3	-2	0.3	-3	15	.	0	-2
O=C(O)CC(NCc1ccco1)C(=O)OCCCl (configuration not stated)	-4	-1	9	14	-1.0	-6	9	1.6	2	2
CCNc1nc(NCC)nc(N(n2cnnc2)S(=O)(=O)c2ccc(C)cc2)n1	1	9	0	8	i	14	4	.	-9	-3
O=C(Nc1ccc(F)cc1)c1cc(Cl)sc1Cl	-28&-6	-1	0	6	1.0	-2	-3	2.7	-7	1
OC(COc1ccc2cc(Br)ccc2c1)CN1CCOCC1 (configuration not stated)	-5	-2	6	-18	i	8	0	7.8	-3	0
COc1ccc(-c2nnnn2CCc2ccccc2)cc1	-12	1	-1	-13	i	-5	-4	.	-12	8
COc1ccc(C2=NN(CCC(=O)NCc3cccs3)C(=O)CC2)cc1	-6	0	3	14	-0.4	7	1	0.3	4	1
CCn1c(=O)n(CC)c2cc(S(=O)(=O)Nc3cc(C)cc(C)c3C#N)ccc21	-22	3	8	-42	-0.2	-6	8	.	-10	-4
CNS(=O)(=O)c1ccc(NC(=S)Nc2ccc3c(c2)OCO3)cc1	-6	3	5	-2	0.5	-11	4	0.6	3	7
Cc1ccc(N2CC(O)=C(c3nc4ccccc4c(=O)[nH]3)C2=N)cc1C	-5	5	-3	6	-0.3	-7	4	0.0	2	2
CC1(C)CC(=O)C(c2ccccc2)(c2ccccc2)C(=O)C1	-15	.	.	.	-1.3	5	4	0.2	3	4
CN1CCN(CC(=O)Nc2cccc([N+](=O)[O-])c2)CC1	1	16*	4	35	-0.3	1	5	-1.2	15	3
CCSc1nc2c(c(=O)[nH]1)C(c1ccccn1)C1=C(CC(C)(C)CC1=O)N2 (configuration not stated)	-7	-2	1	15	3.1	-2	0	.	-92	-7
COc1ccc(C(O)c2nc3ccccc3n2C(C)C)cc1 (configuration not stated)	-8	0	-3	23	-0.4	5	-1	-0.1	16	6
C/C(=N\Nc1ccc([N+](=O)[O-])cc1[N+](=O)[O-])C(C)C(C)C (configuration not stated)	.	-4	-1	12	-0.2	-3	-1	-0.8	11	-2

In the list so far, 14 contain a halogen.
SMILES	PriA SSB inh	3CLpro inhibitor	Rv3671c protease	VHR inh abs	BH1578 lux ind	Yp Topo-I inh	MazF activator	TcdB inh	CCHF vOTU inh	PrPC TRFRET
COc1ccc(N2CCN(C3CCCCC3NS(=O)(=O)c3ccc(Cl)cc3)CC2)cc1 (configuration not stated)	30	7	3	32	i	29	5	-0.1	26	-7
COc1cc(/C=C/C(=O)OCC(=O)Nc2cc(S(=O)(=O)N3CCOCC3)ccc2Cl)cc(OC)c1OC	-9	.	-10	.	-0.4	26	0	0.6	-18	4
CCC(NC(=O)NCc1cccnc1)(C(F)(F)F)C(F)(F)F	-3	0	1	4	i	-2	0	.	8	6
Cc1cc(C(=O)COC(=O)c2ccc(Cl)c(S(N)(=O)=O)c2)c(C)n1CC1CCCO1 (configuration not stated)	3	.	4	.	i	15	0	1.2	-5	-3
Cc1cc(NC(=O)CS(=O)(=O)c2cn(Cc3cccc(Br)c3)c3ccccc23)no1	.	.	.	.	-0.4	24	.	-6.1	9	11
Cc1ccc(NS(=O)(=O)c2c(C)[nH]c(=O)[nH]c2=O)cc1F	2	-2	.	10	-1.9	2	-1	0.7	19	-1
O=C(NC(=S)NNC(=O)c1cccs1)c1ccc(Br)o1	12	3	0	-17	-14	0	-1	3.0	12	-4
COCCNC(=S)N(CCc1c(C)[nH]c2ccc(F)cc12)Cc1ccco1	4	5	8	20	-0.9	-12	2	2.8	10	-5
CCOC(=O)C1CCN(C(=O)CCC(=O)NCCc2ccc(Cl)cc2)CC1	-16	2	-3	2	-0.6	7	8	0.7	6	-1
CCCNC(=O)C1(C)CCN(C(=O)c2cc(F)cc(F)c2)C1 (configuration not stated)	.	.	.	.	-0.2	1	.	-7.3	12	2
O=C1CC(N2CCC(c3nc4ccccc4o3)CC2)C(=O)N1c1ccc(F)cc1 (configuration not stated)	-16	4	2	17	-0.3	9	-1	2.3	3	4
O=C(O)CC(NCc1ccco1)C(=O)OCCCl (configuration not stated)	-4	-1	9	14	-1.0	-6	9	1.6	2	2
O=C(Nc1ccc(F)cc1)c1cc(Cl)sc1Cl	-28&-6	-1	0	6	1.0	-2	-3	2.7	-7	1
OC(COc1ccc2cc(Br)ccc2c1)CN1CCOCC1 (configuration not stated)	-5	-2	6	-18	i	8	0	7.8	-3	0

A portion of the library, so the mix of outcomes need not match the whole.
